Compound activity from PubChem BioAssay.
DENV2 CPE rescue: inhibitors of DENV2 cytopathic effect. DENV2-infected cells, cytopathic effect rescue, plate reader. CPE inhibition, % at 9.99 µM. actives 1.7% (n = 350,000); in the data active = CPE inhibition above about 20%, passing the limit was not always enough; inconclusive = no clear call, values can overlap the other calls; tested in BHK-21 cells;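 note: 0% = median of neutral control wells and 100% = median of positive control wells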
miR-122 sensor: inhibitors of miR-122 in Huh7 cells | actives 0.3% (n = 340,000) | Huh7 miR-122 Renilla luciferase sensor, 48 h; neutral wells = 0, positive control = 100 | AID 602342 | activation (reporter increase), % at 12.5 µM;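 active = mean replicate activation score at least 90 and every replicate individually at or above 90; inconclusive = only one of the two criteria met; inactive = neither criterion met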;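 note: higher luciferase means less miR-122 activity so hits act as miR-122 inhibitors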
F508del corr: CFTR F508del correction in bronchial cells | CFBE cells, YFP halide quenching; stimulated with forskolin plus potentiator P3; % fluorescence drop versus neutral controls | activity (quench increase), % at 7.58 µM | actives 0.36% (n = 350,000) | AID 720511;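 active = mean added fluorescence quench of at least 8% versus neutral control, with both replicates also reaching 8%; inconclusive = only one of the mean or replicate conditions met; inactive = mean below 8% and not both replicates reaching 8%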;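 note: cells transiently co-express mutant CFTR-F508del with the halide-sensitive YFP; corrector assay measuring rescue of mutant channel to the surface after 24 h compound exposure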
CASP6 VEID inh: blocks human caspase-6 cleavage activity; inhibition, % at 12.5 µM; actives 0.53% (n = 350,000); AID 686996; P55212; purified caspase-6, Z-VEID-R110 cleavage fluorescence;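 active = mean inhibition across replicates at least about 35%, with every replicate also reaching that limit, limit read from the data; inconclusive = only one of the two criteria met; inactive = neither criterion met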;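 note: 0% = median of neutral control wells and 100% = no fluorescence left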
Target sequence (P55212 24-179 limits assumed): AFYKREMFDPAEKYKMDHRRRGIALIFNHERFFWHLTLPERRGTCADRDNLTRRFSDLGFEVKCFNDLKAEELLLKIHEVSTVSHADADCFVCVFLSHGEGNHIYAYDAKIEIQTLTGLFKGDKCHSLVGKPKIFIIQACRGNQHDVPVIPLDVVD
Target sequence (P55212 194-293 limits assumed): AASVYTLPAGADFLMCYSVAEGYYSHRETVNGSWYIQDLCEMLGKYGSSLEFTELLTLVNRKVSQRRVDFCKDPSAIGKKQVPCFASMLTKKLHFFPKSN
SIRT5 block: inhibitors of human sirtuin-5 desuccinylase | Purified SirT5, succinyl-peptide AMC, trypsin-coupled fluorescence | Q9NXA8 | inhibition, % at 15 µM | actives 1.1% (n = 330,000) | AID 652115; in the data active = inhibition above about 15%; inconclusive = no clear call, values can overlap the other calls
Target sequence (Q9NXA8 whole entry, looked up): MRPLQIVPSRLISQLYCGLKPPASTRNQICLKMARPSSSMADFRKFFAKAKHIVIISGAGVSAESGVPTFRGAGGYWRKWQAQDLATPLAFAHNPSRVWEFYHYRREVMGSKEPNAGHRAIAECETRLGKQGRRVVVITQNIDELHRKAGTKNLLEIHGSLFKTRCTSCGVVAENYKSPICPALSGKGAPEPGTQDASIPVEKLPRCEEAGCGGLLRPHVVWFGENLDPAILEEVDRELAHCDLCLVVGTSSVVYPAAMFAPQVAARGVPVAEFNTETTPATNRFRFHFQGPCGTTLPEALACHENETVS
ERAP1 inh: inhibitors of human ERAP1 aminopeptidase; actives 0.15% (n = 340,000); Q9NZ08; AID 652197; inhibition, % at 10.7 µM; recombinant ERAP1, Leu-AMC fluorescence, 60 min;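 active = mean replicate inhibition of at least 30%, or all replicates individually reaching that 30% level; inactive = mean below 30% and not every replicate reaching it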;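 note: 0% = neutral control wells and 100% = L-leucinethiol positive control wells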
ERp5 inh: ERp5 (human) disulfide isomerase inhibition; inhibition, % at 9.99 µM; actives 0.05% (n = 350,000); ERp5 insulin aggregation, absorbance 650 nm, 90 min; Q15084;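 active = mean replicate inhibition above about 25%, with every replicate also reaching it, limit read from the data, passing the limit was not always enough; inconclusive = only one of those two criteria met; inactive = neither criterion met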
Target sequence (Q15084 whole entry, looked up): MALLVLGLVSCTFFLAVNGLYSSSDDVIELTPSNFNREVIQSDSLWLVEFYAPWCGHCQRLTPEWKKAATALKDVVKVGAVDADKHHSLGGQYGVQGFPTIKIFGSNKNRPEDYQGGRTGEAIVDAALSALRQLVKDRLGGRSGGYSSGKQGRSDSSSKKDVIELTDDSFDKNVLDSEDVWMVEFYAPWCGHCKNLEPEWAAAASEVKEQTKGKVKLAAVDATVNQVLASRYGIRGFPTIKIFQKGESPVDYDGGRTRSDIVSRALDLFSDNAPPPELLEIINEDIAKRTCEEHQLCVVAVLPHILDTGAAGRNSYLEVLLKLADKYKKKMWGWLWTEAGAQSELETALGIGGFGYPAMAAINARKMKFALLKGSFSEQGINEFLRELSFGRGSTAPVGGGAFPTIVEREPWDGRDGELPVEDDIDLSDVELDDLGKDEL
* = called active by the depositor; u = inconclusive; x = no result given; & = joins results of further samples; ! = not confirmed by another sample; [ ] = dose if it differs, or a comment.

SMILES	DENV2 CPE rescue	miR-122 sensor	F508del corr	CASP6 VEID inh	SIRT5 block	ERAP1 inh	ERp5 inh
COc1ccccc1N1CCN(S(=O)(=O)c2cc(C)sc2C)CC1	7	x	-0.7	1	-2	-1	1
Brc1ccc(/C=N/n2cnnc2)s1	-5	x	2.3	1	-1	4	-2
CCN(CC)Cc1nc2c(c(=O)[nH]1)C(CC)(CC)Cc1ccccc1-2	u	x	3.0	-11	-8	-1	2
C[C@H]1CN([C@@H](C)CO)C(=O)c2cc(NC(=O)C3CCCCC3)ccc2O[C@@H]1CN(C)Cc1ccc(Cl)c(Cl)c1	-7	-15[16.7 µM]	4.2	0	-4	-1	2
O=C1CCC(C(=O)N2CCCCO2)CN1Cc1ccc(Cl)cc1 (stereo not given)	-3	4	2.2	-3	-4	-2	8
CC(=O)c1ccc(-c2cnc3c(NC=O)cc(-c4cccc(C(=O)N(C)C)c4)cn23)cc1	1	-9	4.3	1	x	1	4
O=C(CN1CCOCC1)Nc1nc(-c2ccccc2Cl)cs1	-5	-3	0.5	x	0	-4	0
O=C(NC1CCCc2ccccc21)c1ccccc1 (stereo not given)	3	x	x	-1	-1	6	-1
C=CCNC(=S)N/N=C(\C)c1cccc(NC(C)=O)c1	0	x	-0.3	2	-4	5	5
COc1ccc(-c2nc(NC(=O)c3c(C)noc3C)sc2C)cc1	-2	-4	0.8	1	2	-2	-8

Molecules from the list above containing a Cl atom:
SMILES	DENV2 CPE rescue	miR-122 sensor	F508del corr	CASP6 VEID inh	SIRT5 block	ERAP1 inh	ERp5 inh
C[C@H]1CN([C@@H](C)CO)C(=O)c2cc(NC(=O)C3CCCCC3)ccc2O[C@@H]1CN(C)Cc1ccc(Cl)c(Cl)c1	-7	-15[16.7 µM]	4.2	0	-4	-1	2
O=C1CCC(C(=O)N2CCCCO2)CN1Cc1ccc(Cl)cc1 (stereo not given)	-3	4	2.2	-3	-4	-2	8
O=C(CN1CCOCC1)Nc1nc(-c2ccccc2Cl)cs1	-5	-3	0.5	x	0	-4	0

Next section.
SMILES	DENV2 CPE rescue	miR-122 sensor	F508del corr	CASP6 VEID inh	SIRT5 block	ERAP1 inh	ERp5 inh
Cc1cc([N+](=O)[O-])nn1CC(=O)N1c2ccccc2CC1C (stereo not given)	13	x	-1.0	1	x	8	3
CC(=O)N1CCN(c2ccc(NC(=O)c3cccc([N+](=O)[O-])c3)cc2)CC1	7	1	4.2	1	x	1	5
Cc1c2cc(O)c(=O)cc-2oc2cc(O)c(O)cc12	x	5	17*	92*	29*	0	-4
O=S(=O)(c1cccs1)n1nnc2ccccc21	x	x	x	0	-1	-3	-1
Cc1ccc(S(=O)(=O)n2nccc2-c2c(-c3ccccc3)noc2C)cc1	-4	1	0.3	-3	2	x	1
CC[C@@H](C)C(C(=O)N1CCN(C(=O)OC(C)(C)C)CC1)n1cc(-c2cn([C@@H](C)C(=O)N3CCN(C(=O)OC(C)(C)C)CC3)nn2)nn1 (stereo not given in full)	u	-15	-3.0	-3	5	-2	5
c1cc2c(cc1-c1csc(NNC3=NCCCCC3)n1)OCCO2	-3	x	0.1	-1	-2	2	2
Cc1cc(-c2ccccc2)n(-c2ccccc2)n1	1	-7	-1.0	0	-1	3	0
COc1ccccc1C(=O)Nc1ccnn1C1CCN(CC2CC=CCC2)CC1 (stereo not given)	-1	5	-2.4	-8	-4	-1	0
C[C@H](CO)N1C[C@H](C)[C@@H](CN(C)Cc2ccc(C(F)(F)F)cc2)Oc2ccc(NS(=O)(=O)c3ccc(F)cc3)cc2CC1=O	8	-3[16.7 µM]	3.2	0	35*	-2	-1
O=C(Nc1ccnc(-c2ccncc2)n1)c1ccc(F)cc1	1	x	0.8	x	1	2	0
CCCC(C)c1nnc(NC(=O)CCS(=O)(=O)Cc2ccccc2)s1 (stereo not given)	4	-6	-2.8	-2	-26	-5	3
CCNC(=O)Nc1ccc2c(c1)C(=O)N(C)[C@H]1CC[C@H](CC(=O)NCc3cccc(F)c3)O[C@@H]1CO2	u	-8[16.7 µM]	3.8	x	x	x	x
O=C(CNC(=O)c1ccc(Br)cc1)NCC(=O)OCC(=O)c1ccccc1	-7	x	x	-8	5	3	0
O=C(Nc1cccc(NC(=O)c2ccc(Br)cc2)c1)c1ccccc1	-2	-1	-1.2	2	1	1	3
CCCCC(=O)Nc1ccc(S(=O)(=O)N2CCCCC2c2cccnc2)cc1 (stereo not given)	3	-8	2.6	0	-3	-3	14
O=[N+]([O-])c1nccn1C1C=CC(O)C(CO)O1 (stereo not given)	3	x	1.8	3	x	3	0
O=C(CSc1nnc(-c2ccc(C(F)(F)F)cn2)o1)Nc1ccccc1Cl	3	10	-0.5	0	2	-1	-1
COc1ccc(S(=O)(=O)N(C)C[C@H]2Oc3ccc(NC(=O)Nc4cccc5ccccc45)cc3CC(=O)N([C@@H](C)CO)C[C@@H]2C)cc1	-6	-6[16.7 µM]	-1.2	3	3	4	-6
O=C(C[C@@H]1C=C[C@@H](NC(=O)Nc2cc(F)ccc2F)[C@H](CO)O1)Nc1ccccc1	4	x	1.1	-1	2	1	-7
O=C(COc1cccnc1[N+](=O)[O-])c1ccc(Cl)s1	9	-10	-3.2	1	-1	-4	4
Cc1ccc(NC(=O)CSc2nnc3ccccn23)c(Cl)c1	-10	-1	1.2	-1	x	-1	3
CC12C(=O)N(c3cccc4cccnc34)C(=O)C1C1C=CC2C1 (stereo not given)	-8	x	0.8	-2	x	0	1
Cc1ccc(/C=N\NC(=O)COc2ccc(C)cc2[N+](=O)[O-])cc1	-3	x	-0.4	1	-2	4	-1
CCOc1ccc(NC(=O)c2c[nH]n3c(=O)cc(C4CCN(C(=O)OC(C)(C)C)CC4)nc23)cc1	-2	-1	-0.7	11	4	2	1
CCOc1ccc(NS(=O)(=O)c2ccc(Cl)c(N=Nc3c(O)[nH]c(=S)[nH]c3=O)c2)cc1Br	-3	6	1.1	-3	x	1	0
Cc1noc(C)c1NC(=O)N(C)C[C@@H]1OCCCC[C@H](C)Oc2ccc(N(C)C)cc2C(=O)N([C@@H](C)CO)C[C@@H]1C	-1	1[16.7 µM]	-2.5	-2	1	3	-1
COc1cccc(/C=N/Nc2nccnc2Cl)c1O	x	10	3.2	-3	-1	-1	-1
Cc1ccc(NC(=O)C2CCN(C(=O)c3cccs3)CC2)cc1	19	-15	1.3	-1	-1	-6	-7
CCOC(=O)c1c(/N=C/C2=C(O)CC(C)(C)CC2=O)sc2c1CCCC2	9	-7	5.5	2	-7	0	0
CCN1C(=O)[C@H]2[C@@H](c3ccc(C(F)(F)F)cc3)N[C@]3(CCCN(Cc4ccc(Br)cc4)C3=O)[C@H]2C1=O	-11	-6	-0.9	8	-5	-1	0
CCc1cccc(NC(=O)C2CCCN2S(=O)(=O)c2ccc3c(c2)CC(C)N3C(C)=O)c1 (stereo not given)	-4	-3	-0.5	0	x	0	2
C[C@H](CO)N1C[C@H](C)[C@@H](CN(C)C(=O)NC2CCCCC2)Oc2c(NC(=O)c3nc4ccccc4s3)cccc2C1=O	2	-1[16.7 µM]	-4.7	x	-4	x	-3
Cc1ccc(C)c(NC(=S)N2CCC(C(=O)c3ccc(F)cc3)CC2)c1	21*	2	-2.3	1	x	-6	1
O=C1Nc2ccc(S(=O)(=O)NCC3CCCO3)c3cccc1c23 (stereo not given)	x	x	0.0	3	-10	-45	0
O=C1N(Cc2ccccc2)c2ccccc2C12OCCO2	-3	1	-2.0	-2	2	-5	4
COCC(=O)N1CC(=O)N2[C@@H](CO)[C@@H](c3ccc(C#CC4CCCCC4)cc3)[C@@H]2C1	0	x	3.5	2	-4	4	-1
O=C(C[C@H]1CC[C@@H]2[C@H](COC[C@@H](O)CN2S(=O)(=O)c2ccc(F)cc2)O1)NCCN1CCCCC1	6	25[16.7 µM]	0.7	1	8	0	-2
CN(C)C(=O)[C@@H]1[C@@H](CO)[C@@H]2Cn3c(ccc(C4=CCCCC4)c3=O)[C@@H]2N1C(=O)c1ccccc1F	4	12[16.7 µM]	-1.2	1	-12	0	5
CC(=O)N1N=C(c2c(-c3ccccc3)c3cc(C)ccc3[nH]c2=O)CC1c1ccco1 (stereo not given)	-8	x	x	5	-6	-2	13
O=C(CC[C@H]1O[C@@H](n2ccc(=O)[nH]c2=O)[C@H](O)[C@@H]1O)N[C@H](Cc1ccccc1)C(=O)NCC1CCCCC1	u	2	2.6	2	-1	-2	3
OC(CN1CCC(Cc2ccccc2)CC1)c1ccccc1 (stereo not given)	u	5	-2.0	-4	-8	0	1
c1ccc(CN=C2NN=C(c3ccccc3)CS2)cc1	x	2	1.4	-2	-3	2	0
Cc1noc(C)c1NC(=O)N(C)C[C@H]1OCCCC[C@H](C)Oc2ccc(NC(=O)c3ccccc3)cc2C(=O)N([C@H](C)CO)C[C@@H]1C	4	0[16.7 µM]	-1.2	-1	0	3	2
O=C(CN1C(=O)CSc2ccccc21)N1CCc2ccccc21	-3	-1	-1.0	2	-6	-2	1
COc1ccc(S(=O)(=O)N2CCCCN3[C@H](CO)[C@@H](c4ccc(C#CC5CC5)cc4)[C@@H]3C2)cc1	8	-27[16.7 µM]	-4.7	1	20*	-2	0
CCOC(=O)c1ccc(Nc2nnc(C)c3ccccc23)cc1	-7	2	-0.2	2	-4	0	x
Cc1c(S(=O)(=O)Nc2cccc3ccccc23)c(=O)n(C)c(=O)n1C	10	x	4.8	2	-2	-4	10
Cc1ccc(/C=N/NC(=O)CN2CCN(Cc3ccccc3)CC2)s1	5	1	-1.5	-2	0	1	0
Cc1cccc2nc(CSc3nc4ccccc4[nH]3)cn12	8	x	0.0	1	-1	-1	0

More structures follow:
SMILES	DENV2 CPE rescue	miR-122 sensor	F508del corr	CASP6 VEID inh	SIRT5 block	ERAP1 inh	ERp5 inh
O=C(NCCC(=O)N1CCC2(CC1)NCCc1[nH]cnc12)c1cccc(Br)c1	-7	x	-1.7	-6	12	-1	-3
Cc1noc(C)c1NC(=O)Nc1ccc2c(c1)C(=O)N([C@H](C)CO)C[C@@H](C)[C@H](CN(C)Cc1ccc(Cl)c(Cl)c1)OCCCC[C@H](C)O2	23*	-10[16.7 µM]	-1.2	-1	3	-4	5
COc1ccc(N(C(C)C(=O)NN=C2CCCCCCC2)S(C)(=O)=O)cc1 (stereo not given)	4	-13	-3.2	2	0	0	-8
CO[C@H](CN(C)Cc1nccs1)[C@H](C)CN([C@H](C)CO)S(=O)(=O)c1ccc(C)cc1	2	x	-0.5	-2	-6	0	0
CN[C@H]1C[C@H]2c3[nH]c4ccc(-c5ccc(OC)cc5)cc4c3CCN2C(=O)[C@H]1[C@H](C)O	6	-32	-3.9	-5	1	-3	-4
Cc1cc(C)n2nc(SCC(=O)N/N=C/c3ccc(F)cc3)nc2n1	-4	-1	1.6	-4	-3	0	-4
CCn1c(SC(C)C(=O)OC)nnc1-c1c[nH]c2ccccc12 (stereo not given)	6	4	0.7	0	-2	1	-3
CC(=O)NCc1ccc(S(=O)(=O)NC(C(=O)O)C(C)C)cc1 (stereo not given)	3	-9	-2.5	0	5	-2	-4
Cc1cc([N+](=O)[O-])ccc1P(=O)(O)c1ccc([N+](=O)[O-])cc1C	-8	x	-3.7	7	0	-1	3
Cc1ccc(S(=O)(=O)N(C)C[C@@H]2OCCCC[C@@H](C)Oc3ccc(NC(=O)Nc4ccc(C(F)(F)F)cc4)cc3C(=O)N([C@@H](C)CO)C[C@H]2C)cc1	53*	0[16.7 µM]	3.1	0	5	1	-5
CCCN(C[C@H]1[C@H](c2ccccc2)[C@@H](CO)N1C(C)=O)C(=O)NC(C)C	7&8	7&14[16.7 µM]	2.1&0.8	2&0	33*!	-4&-6	-1&-1
CSc1ccccc1NC(=O)c1cnc2sc(C)cn2c1=O	u	0	2.5	5	-6	0	-5
O=C(CSc1n[nH]c(=O)n1C1CC1)NCc1ccccc1	10	5	0.3	2	-1	0	-7
Fc1cc(F)cc(-c2c(-c3ccccc3)ncc3ccc(F)cc23)c1	x	x	-7.0	4	1	6	3
CN1CCN(C(=O)c2cc(Cl)ccc2NC(=O)c2ccc(Cl)cc2Cl)CC1	4	20	0.2	3	-2	0	6
